Assay outcomes from PubChem.
Rac1 wt modul – alters GTP binding to wildtype human Rac1 | P63000 | GST-Rac1 beads, fluorescent GTP binding, flow cytometry; actives lie on both sides; 0 = cold GTP competed, 100 = untreated | GTP binding activity (% of control), % at 10 µM | hit rate 0.27% among 190,000 | AID 757;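 active = GTP binding activity at least 20 points away from the 100% control level, either lower or higher; inconclusive = compound flagged as likely green fluorescent, judged across all proteins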
Rab2 wt GTP – changes GTP binding to wildtype dog Rab2A, up or down; P61105; GST-Rab2 wt beads, Bodipy-GTP binding, flow cytometry; GTP binding activity, % at 10 µM; hit rate 0.19% among 190,000; AID 760;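 active = GTP binding activity at least 20 points away from 100%, either lowered or raised; inconclusive = signal likely due to the compound's own green fluorescence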;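 also: 0% = beads with excess unlabeled GTP and 100% = no-compound control corrected for plate trend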
Rac1 act GTP bind – human Rac1 activated mutant GTP binding change; GST-Rac1 activated beads, fluorescent GTP binding, flow cytometry; actives lie on both sides; 100% means binding = to untreated wells; AID 764; percent activity (GTP binding), % at 10 µM; hit rate 0.11% among 190,000;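 active = GTP binding at least 20 percentage points away from the 100% baseline, in either direction, so actives lie on both sides; inconclusive = Compound likely fluorescent itself, or too few beads counted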
Cdc42 wt – modulators (inhibitors or activators) of GTP binding to human Cdc42 wildtype. P60953. percent activity (GTP binding), % at 10 µM. AID 761. hit rate 0.2% among 190,000. GST-Cdc42 beads, Bodipy-GTP binding, flow cytometry; actives lie on both sides;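 active = percent activity GTP binding at least 20 points away from the 100% baseline, either down as inhibitor or up as activator; inconclusive = compound flagged as likely green fluorescent from well-wide comparison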;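 also: median bead fluorescence of bound Bodipy-FL-GTP at 100 nM; 0% = excess unlabeled GTP control and 100% = no compound control; below 100% means less GTP binding so inhibitor and above means activator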
Target sequence (P60953 whole entry, looked up): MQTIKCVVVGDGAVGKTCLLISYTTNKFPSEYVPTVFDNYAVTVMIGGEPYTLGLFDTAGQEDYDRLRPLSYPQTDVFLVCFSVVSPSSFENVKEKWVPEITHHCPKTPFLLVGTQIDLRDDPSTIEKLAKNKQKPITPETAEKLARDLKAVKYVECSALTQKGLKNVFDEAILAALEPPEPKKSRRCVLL
RGS8-Gao reg – human RGS8-Galphao interaction regulation; multiplexed bead flow cytometry, RGS8-Galphao binding; actives lie on both sides; response (percent of control binding), % at 10 µM; hit rate 0.34% among 220,000; in the data active = response below about 60% or above about 140%; inactive = in between;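 also: Galphao activated as the GDP aluminium fluoride complex binding bead-coupled RGS8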
Pf gamet viab – P. falciparum stage V gametocyte viability inhibition. AID 743093. P. falciparum stage V gametocytes, ATP luminescence, 24 h. inhibition, % at 10.9 µM. hit rate 0.065% among 150,000;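 active = inhibition above the mean plus 3 SD of compounds within the control limits, set per campaign, cut at about 38% in these data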;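 also: 0% = DMSO wells and 100% = medium only without gametocytes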
Rab7 wt GTP bind – dog Rab7 wildtype GTP binding, inhibitors and activators; hit rate 0.055% among 190,000; GTP binding activity (percent of control), % at 10 µM; GST-Rab7 beads, fluorescent GTP binding, flow cytometry; actives lie on both sides; untreated = 100%, excess cold GTP = 0%;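 active = fluorescent GTP binding to Rab7 beads changed by at least 20 points from the 100% baseline, either direction, mostly lower; inconclusive = compound itself probably fluorescent, or too few beads counted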;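 also: median green fluorescence of bound Bodipy-FL-GTP per Rab7 bead population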
Bim-Mcl-1 – disrupts Bim peptide binding to human Mcl-1. Bead-based flow cytometry, Bim peptide-Mcl-1 binding. inhibition, % at 10 µM. hit rate 0.1% among 190,000; in the data active = inhibition above about 40%;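 also: 0% = no compound tracer wells and 100% = peptide blocker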
Target sequence (Q07820 whole entry, looked up): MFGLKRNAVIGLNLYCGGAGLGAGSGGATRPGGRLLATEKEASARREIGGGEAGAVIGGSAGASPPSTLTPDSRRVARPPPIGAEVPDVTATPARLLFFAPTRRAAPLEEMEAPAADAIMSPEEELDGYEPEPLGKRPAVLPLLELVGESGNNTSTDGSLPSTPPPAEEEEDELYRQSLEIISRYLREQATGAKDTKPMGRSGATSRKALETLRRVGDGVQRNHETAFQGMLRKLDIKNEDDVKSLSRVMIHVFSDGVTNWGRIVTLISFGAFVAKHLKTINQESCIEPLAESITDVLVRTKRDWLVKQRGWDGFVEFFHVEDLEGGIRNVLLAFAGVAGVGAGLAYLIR
Mcl1 Bid PPI – disrupts binding of human Mcl-1 to Bid peptide. Q07820. TR-FRET Mcl-1/Bid-Dy647 peptide binding, 1536-well. inhibition, % at 21.7 µM. hit rate 0.97% among 220,000. AID 1021;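 active = compounds that cut the binding signal by more than half at the single screening dose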;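 also: His-tagged Mcl-1 with europium anti-His antibody binding Bid BH3 peptide; 0% = Mcl-1 plus peptide wells and 100% = peptide-only wells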
Mcl1-Noxa inh – disrupts binding of human Mcl-1 to Noxa peptide; Q07820; TR-FRET Mcl-1/Noxa peptide binding, 2 h; inhibition, % at 21.7 µM; hit rate 1.5% among 220,000; AID 1022;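 active = compounds that cut the protein-peptide binding signal by more than 50% relative to plate controls in a single-dose test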;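 also: His-tagged Mcl-1 with rhodamine Noxa BH3 peptide and terbium anti-His antibody; 0% = Mcl-1 plus Noxa peptide wells and 100% = peptide-only wells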
HRas wt GTP – modulators of GTP binding to human HRas wildtype; P01112; GST-Ras wt beads, Bodipy-FL-GTP binding, flow cytometry; actives lie on both sides; GTP binding activity, % at 10 µM; hit rate 0.14% among 190,000;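 active = GTP binding activity at least 20% away from the 100% baseline, either lowered as inhibitor or raised as activator; inconclusive = flagged as likely green fluorescent, judged across all proteins in the well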;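 also: 0% = unlabeled GTP competition control and 100% = no-compound control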
Target sequence (P01112 whole entry, looked up): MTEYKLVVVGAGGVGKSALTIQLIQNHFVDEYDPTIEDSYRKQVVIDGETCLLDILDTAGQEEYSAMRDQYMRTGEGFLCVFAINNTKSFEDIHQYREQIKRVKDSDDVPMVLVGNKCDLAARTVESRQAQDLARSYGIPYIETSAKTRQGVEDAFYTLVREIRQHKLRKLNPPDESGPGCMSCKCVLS
An asterisk follows results filed as active; ? = inconclusive; . = not tested or not shown.

SMILES	Rac1 wt modul	Rab2 wt GTP	Rac1 act GTP bind	Cdc42 wt	RGS8-Gao reg	Pf gamet viab	Rab7 wt GTP bind	Bim-Mcl-1	Mcl1 Bid PPI	Mcl1-Noxa inh	HRas wt GTP
CCCNC(=O)CSCc1nc(-c2ccc(SC)cc2)oc1C	100	101	96	99	101	-3	104	2	-16	3	98
COc1cccc(-n2nnc3c(=O)n(Cc4c(F)cccc4Cl)cnc32)c1	97	97	96	93	104	.	93	-10	-10	-9	97
CCOC(=O)C1CCN(C(=O)COc2ccc(Cl)cc2)CC1	106	102	102	104	96	.	100	-4	-6	-6	102
COc1ccc(C2NC(=O)NC(C)=C2C(=O)OCc2ccc3c(c2)OCO3)cc1OC (stereo not given)	107	100	97	103	102	.	103	-9	-7	-8	98
CC(=O)Nc1ccc(S(=O)(=O)N2CCN(C(=O)c3cccnc3)CC2)cc1	100	98	99	100	97	0	96	-3	-3	1	99
CCc1ccc(N(CC(=O)Nc2nc3ccc(C)cc3s2)S(=O)(=O)c2c(C)noc2C)cc1	102	100	96	98	102	.	101	-3	1	8	99
O=C(CN1C(=O)NC2(CCc3ccccc32)C1=O)c1ccc2c(c1)OCCO2 (stereo not given)	105	105	100	105	102	15	100	0	-1	6	106
CSc1nn(CCc2ccncc2)c(=S)s1	96	94	94	96	88	.	99	-4	-23	9	99
CC(C)CN(/C=N/c1sc2c(c1C#N)CCCCC2)CC(C)C	103	101	99	102	102	.	99	3	-27	6	100
COc1cc(OC)cc(-c2n[nH]c(=S)n2-c2ccc3c(c2)OCO3)c1	93	93	95	95	81	2	91	-23	-59	37	91
CC1(C)C(=O)C2(CCCCC2)C(=O)OC1c1cccn1-c1ccc([N+](=O)[O-])cc1 (stereo not given)	103	98	101	101	96	20	100	-1	-36	-5	100
O=C(C1CCN(S(=O)(=O)c2ccc3ccccc3c2)CC1)N1CCN(c2ncccn2)CC1	96	99	99	99	96	.	98	0	-27	10	98
O=C(O)/C=C/c1ccc(-c2cccc(C(F)(F)F)c2)o1	96	98	93	96	98	6	104	-1	-68	11	96
O=C(/C=C/Nc1ccccc1)c1ccc(Oc2ncccn2)cc1	98	97	96	100	98	.	97	0	-13	12	99
Cc1csc2nc(CNS(=O)(=O)c3ccc(-c4ccccc4)cc3)cn12	106	101	101	107	100	.	100	-4	-1	13	100
CCn1c(C)c2c([n+]1CC)CC(C)(C)CC2=O	101	99	97	99	99	6	100	-2	3	12	101
Cc1ccc(CNC(=O)C(=O)NCC2OCCN2C(=O)c2cccs2)cc1 (stereo not given)	104	98	102	103	99	12	101	-4	-31	0	101
CCOC(=O)CS(=O)(=O)c1ccc2ccccc2c1	103	99	98	99	90	.	96	-1	-43	4	99
CCOC(=O)CN1C(=O)C(Sc2n[nH]c(-c3ccc(C)cc3)n2)CCc2ccccc21 (stereo not given)	96	98	98	98	97	.	98	-1	2	-9	99
c1ccc(CCc2nn3c(Cn4cnc5ccccc54)nnc3s2)cc1	98	100	99	101	96	.	101	-11	-8	-11	101
c1cnc(Oc2ccc3oc4ccccc4c3c2)nc1	99	96	96	95	98	.	101	-3	-2	4	100
O=C(c1ccc(Cl)c([N+](=O)[O-])c1)N1CCN(Cc2ccc3c(c2)OCO3)CC1	105	103	95	98	94	6	109	2	-18	0	101
CCOC(=O)c1c(NC(=O)CN2CCN(C(=O)c3ccco3)CC2)sc(C(N)=O)c1C	98	93	96	94	108	-24	95	-3	-14	3	97
NS(=O)(=O)c1ccc(CCNC(=O)c2ccc3nc4ccc(Cl)cc4c(=O)n3c2)cc1	83	89	90	87	105	-1	89	0	-14	4	87
Cc1ccc(N2C(=O)CC(NCC3CCCO3)C2=O)cc1 (stereo not given)	98	96	99	99	104	5	93	1	-12	5	96
COc1ccc(NC(=O)Cc2cccs2)c(OC)c1	102	98	100	99	93	.	100	-7	-12	20	98
O=C(Nc1nc(-c2ccc(S(=O)(=O)N3CCCCCC3)cc2)cs1)c1ccccc1	?	?	?	?	97	8	?	4	-83	-130	?
CCN(c1ccccc1)S(=O)(=O)c1ccc(Cl)c(C(=O)N(CC2CCCO2)C2CCS(=O)(=O)C2)c1 (stereo not given)	99	96	96	97	99	3	98	-2	-11	12	98
C=CCN=C1CC(C)(C)CC(=O)/C1=C(/O)CCC(=O)OC	104	103	102	104	98	25	108	-2	0	-6	105
Cc1c(C(=O)Nc2cccc(N(C)S(C)(=O)=O)c2)cccc1[N+](=O)[O-]	101	98	98	98	98	-9	96	-37	12	10	98
CCOC(=O)c1c(NC(=S)NC(=O)c2cnn(CC)c2)sc2c1CCC(C)C2 (stereo not given)	98	96	97	99	100	.	96	-3	-13	-2	97
Cc1cccnc1NC(=S)NCc1ccco1	97	97	92	98	93	0	103	-3	-27	23	95
CCCN(CC1CC1)C(=O)CSc1nnc(-c2ccco2)n1N	101	95	99	98	96	.	95	0	-1	-7	97
CCCCCCn1c(SCCN2CCOCC2)nc2c1c(=O)[nH]c(=O)n2C	103	98	97	105	100	.	95	0	-20	0	102
Cc1ccc(-c2csc(/C(C#N)=C/Nc3ccc4c(c3)OCCO4)n2)cc1	105	99	100	101	101	-19	102	-1	-44	-3	102
C=CCn1c(=N)c(C#N)cc2c(=O)n3ccccc3nc21	98	94	93	94	103	.	95	2	2	-7	93
CCCc1cc(C(=O)NCc2ccco2)no1	101	98	96	100	97	.	99	1	-21	-1	99
O=C(CNCc1ccccc1)Nc1ccc(Oc2ccccc2)cc1	96	92	92	94	86	12	91	0	15	27	93
CC(=O)NNc1[nH]c2c(c(=O)c1[N+](=O)[O-])c(=O)n(C)c(=O)n2C	93	90	92	91	100	1	94	2	5	-4	89
O=C(Nc1ccc2c(c1)C(=O)OC2)Nc1cccc2ccccc12	98	95	96	98	99	-48	92	-3	-19	9	97
COC(=O)[C@@H](NC(=O)Nc1ccc2c(c1)OCCO2)C(C)C	104	101	99	104	102	.	101	-2	20	6	101
O=C(CCn1c(=O)oc2ccccc21)NCc1cccs1	102	98	100	96	104	.	93	-3	0	18	99
CCC(C)C(=O)Nc1nnc(SCC(=O)Nc2ccccc2F)s1 (stereo not given)	99	99	96	98	102	-21	98	0	-4	14	95
FC(F)(F)c1cc(NCc2cccs2)n2ncnc2n1	98	98	95	98	99	10	99	0	-10	0	98
CNC(=O)c1sccc1S(=O)(=O)Cc1c(Cl)cccc1Cl	106	102	98	103	106	.	105	3	-7	-2	103
CCS(=O)CCSc1nc2ccccc2s1 (stereo not given)	100	99	98	100	100	.	101	-3	-7	3	98
O=c1[nH]c(N2CCN(Cc3ccccc3)CC2)nc2c1CCC2	96	98	95	95	99	10	104	-2	-23	11	96
CC1=C(C(=O)OCC2CCCO2)C(c2ccccc2)C2=C(CCCC2=O)N1 (stereo not given)	103	102	100	100	101	-22	104	0	-43	2	100
Cc1ccc(-n2c(-c3cccs3)nc3nc4ccccc4nc32)cc1	102	100	99	100	97	1	97	0	-10	10	101
CC(=O)Nc1ccccc1OCC(=O)c1cc(C)n(Cc2cccs2)c1C	101	101	98	100	97	.	100	-1	-1	-8	100
O=C(Nc1nc(-c2ccco2)cs1)c1ccccc1	100	100	98	99	100	-5	99	-1	5	54*	100
COC(=O)Nc1ccc(S(=O)(=O)NCCCCCC(=O)O)cc1	97	96	95	99	103	-1	96	0	-15	14	95
Cc1ccc(-n2nc(C)c3c2OC(N)=C(C#N)C3c2ccc(F)cc2)cc1 (stereo not given)	96	98	98	96	101	-4	95	1	-25	-3	97
CC1OC2C(OC1C)N(S(C)(=O)=O)CCN2S(C)(=O)=O (stereo not given)	93	93	92	96	99	.	92	-1	-16	.	93
Cc1ccc(S(=O)(=O)N(CC(=O)Nc2ccccc2-c2ccccc2)c2ccc(C)cc2C)cc1	101	98	99	98	105	.	100	-2	-2	4	101
CCOC(=O)C(Cc1ccccc1)C(=O)Nc1cccc(C)c1 (stereo not given)	104	101	100	100	99	2	104	-2	-15	-8	102

Entries above containing two or more sulfur atoms:
SMILES	Rac1 wt modul	Rab2 wt GTP	Rac1 act GTP bind	Cdc42 wt	RGS8-Gao reg	Pf gamet viab	Rab7 wt GTP bind	Bim-Mcl-1	Mcl1 Bid PPI	Mcl1-Noxa inh	HRas wt GTP
CCCNC(=O)CSCc1nc(-c2ccc(SC)cc2)oc1C	100	101	96	99	101	-3	104	2	-16	3	98
CCc1ccc(N(CC(=O)Nc2nc3ccc(C)cc3s2)S(=O)(=O)c2c(C)noc2C)cc1	102	100	96	98	102	.	101	-3	1	8	99
CSc1nn(CCc2ccncc2)c(=S)s1	96	94	94	96	88	.	99	-4	-23	9	99
Cc1csc2nc(CNS(=O)(=O)c3ccc(-c4ccccc4)cc3)cn12	106	101	101	107	100	.	100	-4	-1	13	100
O=C(Nc1nc(-c2ccc(S(=O)(=O)N3CCCCCC3)cc2)cs1)c1ccccc1	?	?	?	?	97	8	?	4	-83	-130	?
CCN(c1ccccc1)S(=O)(=O)c1ccc(Cl)c(C(=O)N(CC2CCCO2)C2CCS(=O)(=O)C2)c1 (stereo not given)	99	96	96	97	99	3	98	-2	-11	12	98
CCOC(=O)c1c(NC(=S)NC(=O)c2cnn(CC)c2)sc2c1CCC(C)C2 (stereo not given)	98	96	97	99	100	.	96	-3	-13	-2	97
CCC(C)C(=O)Nc1nnc(SCC(=O)Nc2ccccc2F)s1 (stereo not given)	99	99	96	98	102	-21	98	0	-4	14	95
CNC(=O)c1sccc1S(=O)(=O)Cc1c(Cl)cccc1Cl	106	102	98	103	106	.	105	3	-7	-2	103
CCS(=O)CCSc1nc2ccccc2s1 (stereo not given)	100	99	98	100	100	.	101	-3	-7	3	98
CC1OC2C(OC1C)N(S(C)(=O)=O)CCN2S(C)(=O)=O (stereo not given)	93	93	92	96	99	.	92	-1	-16	.	93

Rows were taken by chance (roughly 2.9% active in at least one column).
